Source: PubChem BioAssay (National Center for Advancing Translational Sciences (NCATS))
EPAC1 antagonist: qHTS for Antagonist of cAMP-regulated guanine nucleotide exchange factor 3 (EPAC1): primary screen. Rap guanine nucleotide exchange factor 3 (Homo sapiens), O95398. EPAC1 GEF assay, Rap1b-BODIPY-GDP exchange fluorescence. Potency, µM (doses to about 115 µM), without a hit: at the highest dose activity change, negative = inhibition, most hits filed as inhibitors. hit rate 0.14% among 360,000;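 also: potency is read from the fitted curve at half-maximal effect; plate controls were vehicle for no effect and positive control for full effect; nearly all actives have a fitted effect of over 50% in size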
PLK1 PBD inh: qHTS for Inhibitors of PLK1-PDB (polo-like kinase 1 - polo-box domain): Primary Screen; Serine/threonine-protein kinase PLK1 (Homo sapiens), P53350; Potency, µM, for inactives: max response, negative = inhibition, actives largely listed as inhibitors; hit rate 2.8% among 360,000; AID 720504, 2013; Plk1 PBD binding of FITC phosphopeptide, fluorescence polarization; also: potency is read from the fitted curve at half-maximal effect; series mostly up to about 57 µM; % is scaled to controls: 0 for no effect and ±100 for the full control effect; nearly all actives have a fitted effect of over 65% in size
GLP-1R agonist: qHTS of GLP-1 Receptor Agonists; HEK293 GLP-1R CRE-luciferase, luminescence, 4-6 h; cells express a hypersensitive GLP-1R form; Glucagon-like peptide 1 receptor (Homo sapiens), P43220; AID 624172, 2012; Potency, µM (top dose mostly 45.6 µM), without a hit: at the top dose activation, usual class: activators; hit rate 0.007% among 380,000; also: potency is read from the fitted curve at half-maximal effect; % of control where 0% means no effect
Target sequence (P43220 whole entry, looked up): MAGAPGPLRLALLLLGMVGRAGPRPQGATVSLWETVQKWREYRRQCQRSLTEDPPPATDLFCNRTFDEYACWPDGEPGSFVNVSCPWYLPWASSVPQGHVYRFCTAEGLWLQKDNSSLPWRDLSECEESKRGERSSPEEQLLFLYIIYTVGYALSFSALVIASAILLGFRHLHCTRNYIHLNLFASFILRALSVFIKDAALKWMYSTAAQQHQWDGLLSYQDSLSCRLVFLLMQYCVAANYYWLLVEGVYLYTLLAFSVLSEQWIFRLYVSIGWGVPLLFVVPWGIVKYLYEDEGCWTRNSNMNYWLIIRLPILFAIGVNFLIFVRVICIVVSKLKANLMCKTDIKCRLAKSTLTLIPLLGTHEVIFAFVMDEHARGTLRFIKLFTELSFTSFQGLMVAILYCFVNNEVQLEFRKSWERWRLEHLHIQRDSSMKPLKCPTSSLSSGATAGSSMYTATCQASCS
IL2 activator: qHTS of IL-2 Activators; hit rate 0.065% among 360,000; IL-2 activation reporter assay, cell-based qHTS; stimulated with anti-CD3/CD4/CD28 beads; in transgenic mouse T cells; activation, % (series mostly up to about 46 µM); in the data active = activation above about 50%; inconclusive = mostly about 30% to 49%; also: 0% is about no effect
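Readout: EGFP and DsRed signals by fluorescent plate cytometry. Unstimulated transgenic mouse T cells received compound 60 min before antibody-bead stimulation, then incubated 18 h at 37 degrees C.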
EPAC1 agonist: qHTS for Agonist of cAMP-regulated guanine nucleotide exchange factor 3 (EPAC1): primary screen | Rap guanine nucleotide exchange factor 3 (Homo sapiens), O95398 | EPAC1 agonist qHTS, biochemical assay; response scale: 100% = response to 6.5 mM cAMP | Potency, µM (series often up to 154 µM), for the others: at the highest dose activation, usual class: activators | hit rate 0.073% among 360,000 | AID 720707, 2013; also: potency is read from the fitted curve at half-maximal effect; nearly all actives have a fitted effect of over 60% in size
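Read-out is the fluorescence drop as BODIPY-GDP leaves Rap1B (480 nm excitation, 540 nm emission), recorded every 5 minutes over 30 minutes. Reactions held 100 nM EPAC1, 250 nM Rap1B–BODIPY-GDP and 50 uM GDP, with 6.5 mM cAMP setting full activation.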
PI5P4K alpha inh: qHTS for Inhibitors of phosphatidylinositol 5-phosphate 4-kinase (PI5P4K); Phosphatidylinositol 5-phosphate 4-kinase type-2 alpha (Homo sapiens), P48426; PI5P4Kalpha enzyme, ADP-Glo luminescence, 60 min; hits give low values; AID 652105, 2013; hit rate 1.2% among 330,000; max response, %; active = max response of -50% or lower; inconclusive = between -30% and -50%; inactive = -30% or higher; also: value at the top dose of about 77 µM; % is scaled to controls: 0 for no effect and ±100 for the full control effect
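Reactions run in 0.038 M HEPES pH 7.4, 0.28 mM EGTA, 0.1% CHAPS and 5% DMSO, with PI5P4Kalpha, substrate, compound and 5 microM ATP final, one hour at room temperature. Readout is ADP-Glo luminescence.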
GLP-1R inv ag: qHTS of GLP-1 Receptor Inverse Agonists (Inhibition Mode); HEK293 GLP-1R CRE-luciferase, luminescence, 24 h; GLP-1R form is constitutively active; Potency, µM (titrated, usually from 38.3 µM), inactives show at the highest dose activity change, negative = inhibition, hits mostly inhibitors; hit rate 1.6% among 410,000; also: potency is read from the fitted curve at half-maximal effect; % is scaled to controls: 0 for no effect and ±100 for the full control effect; nearly all actives have a fitted effect of over 55% in size
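Readout was luciferase luminescence, measured 12 min after detection reagent at room temperature. Beforehand, GLP-1R reporter HEK293 cells had sat 12 h, then received compounds for 24 hr at 37 deg C.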
PTHR1 ag: qHTS for PTHR1 Agonists: Primary Screen | HEK293 GP2 PTHR1 cells, GloSensor cAMP luminescence, 1 h | hit rate 0.075% among 410,000 | Potency, µM (top dose mostly 115 µM), without a hit: top-dose activation, most hits filed as activators | Parathyroid hormone/parathyroid hormone-related peptide receptor (Homo sapiens), Q03431; also: potency is read from the fitted curve at half-maximal effect; nearly all actives have a fitted effect of over 55% in size; some results filed as inactive show a strong effect at the top dose; inactives centre near -15; many of its hits are not listed in these tables
Target sequence (Q03431 whole entry, looked up): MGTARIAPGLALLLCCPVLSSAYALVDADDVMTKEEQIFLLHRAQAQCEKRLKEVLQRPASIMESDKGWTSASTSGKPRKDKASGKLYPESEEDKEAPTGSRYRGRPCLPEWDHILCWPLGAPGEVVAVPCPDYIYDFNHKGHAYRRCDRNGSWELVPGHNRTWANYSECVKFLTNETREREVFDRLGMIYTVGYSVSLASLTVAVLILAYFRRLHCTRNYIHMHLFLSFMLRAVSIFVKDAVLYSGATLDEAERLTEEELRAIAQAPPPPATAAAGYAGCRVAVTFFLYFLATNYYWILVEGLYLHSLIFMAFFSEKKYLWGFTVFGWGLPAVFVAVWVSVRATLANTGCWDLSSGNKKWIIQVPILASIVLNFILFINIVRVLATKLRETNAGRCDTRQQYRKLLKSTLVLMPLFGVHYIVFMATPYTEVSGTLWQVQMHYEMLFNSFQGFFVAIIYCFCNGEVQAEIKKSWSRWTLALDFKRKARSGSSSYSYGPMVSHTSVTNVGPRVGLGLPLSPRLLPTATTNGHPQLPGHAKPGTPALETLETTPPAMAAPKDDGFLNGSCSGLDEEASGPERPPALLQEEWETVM
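HEK-293-derived GP2 cells expressing PTHR1 and a GloSensor cAMP reporter, 3,000/well, plated overnight, given luciferin plus IBMX (each 0.5 mM as added) for 1 h at 37 °C, then compound for 1 h at 37 °C. Luminescence was read after 15 min at room temperature.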
GLP1R cytotox: qHTS of GLP-1 Receptor Inverse Agonists: Cytotox Screen; HEK293 cAMP-luciferase reporter cells, luminescence, 24 h; Potency, µM (series often up to 38.3 µM), without a hit: at the top dose activity change, negative = inhibition, actives largely listed as inhibitors; hit rate 0.13% among 410,000; AID 624418, 2012;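 also: loss of luciferase light is scored as toxicity; potency is read from the fitted curve at half-maximal effect; % is scaled to controls: 0 for no effect and ±100 for the full control effect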
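Luminescence readout: signal drop marks cytotoxicity. Plated cells grew 12 h at 37 °C, 5% CO2, received 23 nL compound for 24 h, then got luciferase reagent, read after 12 min at RT.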
Numbers without * were called inactive; i = inactive; ? = inconclusive; . = no result given; [ ] = remark or other dose. Unless noted, calls follow the shape of the dose curve; as a rule, active = well fitted curve in the direction sought with a large enough effect; inconclusive = small, poorly fitted or top-dose-only effect, or another doubt; inactive = no such curve, though single readings can be large; an effect the other way counts as inactive or inconclusive. The list is partial. The share of hits here may be higher or lower than overall.

The first 9 compounds, to show the layout:
SMILES	EPAC1 antagonist	PLK1 PBD inh	GLP-1R agonist	IL2 activator	EPAC1 agonist	PI5P4K alpha inh	GLP-1R inv ag	PTHR1 ag	GLP1R cytotox
O=C(/C=C/[C@H]1O[C@@H](n2cnc3c(NC(=O)c4ccccc4)ncnc32)[C@H](O)[C@@H]1O)NCc1cccs1	5%	-4%	-2%	0.9	2%	3	28%	-11%	4%
CC(C)CC(=O)NNC(=O)C(C)C	-8%	-1%	-1%	-3.1	-8%	-3	21%	-22%	6%
O=C(NC(=S)NC1CCCCC1)c1ccccc1[N+](=O)[O-]	?	-12%	8%	-2.4	-2%	3	?	-22%	?
O=C(OCc1ccccc1)N1CCC2CC1c1ccc(N3CCOCC3)cc12 (stereo not given)	-15%	-11%	1%	-2.4	-12%	5	-11%	-29%	3%
COC(=O)C1=CN(c2ccc(N3CCOCC3)cc2)C(N)=C(C#N)C1c1ccc(-c2ccccc2)cc1 (stereo not given)	-8%	12%	.	0.2	2%	0	-17%	i	-21%
CC1(C)Nc2ccc(O)cc2-c2c1ssc2=S	6%	27µM*	-5%	0.2	-3%	?	4%	i	?
COCCCNC(=S)NCCNc1nc2cc(C)cc(C)c2cc1C#N	-17%	-9%	16%	0.3	-7%	3	?	-11%	?
COc1ccc(Nc2c3c(nc4ccccc24)CCC3)cc1Cl	.	.	1%	.	.	.	?	-1%	?
CC(C)(C)NC(=O)COC(=O)/C=C/c1ccccc1[N+](=O)[O-]	-5%	-28%	10%	-1.1	-4%	0	1%	-1%[57.5 µM]	-17%

Main list, from the first entry:
SMILES	EPAC1 antagonist	PLK1 PBD inh	GLP-1R agonist	IL2 activator	EPAC1 agonist	PI5P4K alpha inh	GLP-1R inv ag	PTHR1 ag	GLP1R cytotox
O=C(/C=C/[C@H]1O[C@@H](n2cnc3c(NC(=O)c4ccccc4)ncnc32)[C@H](O)[C@@H]1O)NCc1cccs1	5%	-4%	-2%	0.9	2%	3	28%	-11%	4%
CC(C)CC(=O)NNC(=O)C(C)C	-8%	-1%	-1%	-3.1	-8%	-3	21%	-22%	6%
O=C(NC(=S)NC1CCCCC1)c1ccccc1[N+](=O)[O-]	?	-12%	8%	-2.4	-2%	3	?	-22%	?
O=C(OCc1ccccc1)N1CCC2CC1c1ccc(N3CCOCC3)cc12 (stereo not given)	-15%	-11%	1%	-2.4	-12%	5	-11%	-29%	3%
COC(=O)C1=CN(c2ccc(N3CCOCC3)cc2)C(N)=C(C#N)C1c1ccc(-c2ccccc2)cc1 (stereo not given)	-8%	12%	.	0.2	2%	0	-17%	i	-21%
CC1(C)Nc2ccc(O)cc2-c2c1ssc2=S	6%	27µM*	-5%	0.2	-3%	?	4%	i	?
COCCCNC(=S)NCCNc1nc2cc(C)cc(C)c2cc1C#N	-17%	-9%	16%	0.3	-7%	3	?	-11%	?
COc1ccc(Nc2c3c(nc4ccccc24)CCC3)cc1Cl	.	.	1%	.	.	.	?	-1%	?
CC(C)(C)NC(=O)COC(=O)/C=C/c1ccccc1[N+](=O)[O-]	-5%	-28%	10%	-1.1	-4%	0	1%	-1%[57.5 µM]	-17%
Cc1cccc(Cl)c1NC(=S)NCCc1ccccn1	-15%	-4%	11%	-1.5	3%	0	14%	-7%	14%
CCn1ncc(-c2ccnc3cc(C(=O)O)nn23)c1C	-14%	-6%	-2%	-1.8	7%	?	6%	i	-12%
COC(=O)c1ccccc1NC(=O)COC(=O)/C=C/c1ccco1	0%	-3%	0%	4.1	3%	-1	5%	i	-3%
N#Cc1c(N)n(C2CCCCC2)c2nc3ccccc3nc12	3%	-3%	0%	-0.6	-10%	-7	-16%	-8%[57.5 µM]	266%[activator]
S=C(NCc1ccccc1)NCc1ccc(CNC(=S)NCc2ccccc2)cc1	-7%	-4%	-1%	-1.9	6%	-2	-30%	-14%	3%
O=S(=O)(Nc1ccc(O)c(CN2CCCCC2)c1)c1ccccc1	-7%	-5%	-10%	-1.2	-12%	-4	-6%	i	-14%
Cc1ccc(S(=O)(=O)Cn2nnnc2C(CC(C)C)N2CCN(C)CC2)cc1 (stereo not given)	1%	-3%	9%	-2.4	6%	6	?	i	2%
Cc1c(C(=O)NCc2ccccc2CN2CCCC2)oc2ccc(F)cc12	-2%	1%	-1%	-0.6	-4%	-3	?	-8%	-3%
CN(C)S(=O)(=O)c1ccc(C(=O)Nc2nnc(SCc3cccc(F)c3)s2)cc1	-20%	-25%	0%	-4.4	5%	3	1%	-11%	12%
CN(Cc1ccon1)Cc1cn[nH]c1-c1ccc(-c2ccccc2)cc1	-9%	-1%	25%	-0.9	-5%	2	-8%	i	-5%
NS(=O)(=O)c1ccc(CCNC(=O)CNCCc2ccccc2)cc1	-15%	-11%	6%	-0.3	8%	8	20%	i	1%
Cc1c(C)c(C)c(C(=O)c2ccc(NC(=O)c3ccccc3C(=O)O)cc2)c(C)c1C	-8%	-16%	6%	-3.9	6%	-1	-14%	i	-8%
O=C1N[C@@H](Cc2cnc[nH]2)C(=O)N2CCC[C@@H]12	3%	-10%	4%	2.1	-12%	4	4%	i	2%
COc1ccc(/C(O)=C2/C(=O)C(=O)N(Cc3cccnc3)C2c2ccncc2)cc1F (stereo not given)	23%	-8%	5%	-1.6	2%	-18	2%	i	-9%
Cc1cc(=O)oc2cc(OCC(=O)Nc3ccccc3C(N)=O)c(Cl)cc12	18%	1%	-2%	-3.1	-5%	0	18%	i	-4%
COc1ccc2nc(SC(C)C(=O)NC3(C#N)CCCCC3)[nH]c2c1 (stereo not given)	-5%	-5%	16%	0.5	12%	-5	-6%	-11%	-4%
O=C1CSC(=Nc2ccc(Cl)cc2)N1	4%	-3%	7%	0.1	15%	9	-1%	i	-4%
CN(C)C=NC(=O)c1cc(C(=O)c2ccc(Cl)cc2Cl)c[nH]1	-5%	-9%	2%	-0.3	-3%	0	?	i	-17%
Clc1ccc(-c2csc(N3CCCCCC3)n2)cc1	-3%	-3%	0%	0.9	-3%	1	21%	-43%	10%
Cc1ccc(NC(=O)c2cccc(C(=O)Nc3ccc(C)c(C)c3)n2)cc1C	-23%	-12%	-19%	-0.1	2%	-3	34%[activator]	-12%	10%
CCCC(=O)N1CC2(C)CN(C(=O)CCC)CC(CCC)(C1)C2=O	-1%	-4%	-9%	0.0	5%	1	4%	-8%[57.5 µM]	-10%
COc1ccc(CNC(=O)CCc2ccc(S(=O)(=O)N3CCCCCC3)cc2)cc1OC	-17%	0%	-4%	-1.4	6%	5	8%	-71%[inhibitor]	5%
O=C(CCNC(=O)c1ccco1)NCc1ccc(F)cc1	3%	-2%	9%	2.6	4%	-3	7%	-1%	0%
Cc1cccc(CC(=O)Nc2c3c(nn2-c2cccc(Cl)c2)CS(=O)C3)c1 (stereo not given)	3%	1%	6%	1.5	3%	.	-5%	i	-13%
CCOC(=O)C1(Cc2cccc(Cl)c2)CCCN(C(=O)c2cc(CC)on2)C1 (stereo not given)	-6%	1%	12%	-0.3	-1%	4	?	-12%	-4%
CC(=O)C[C@@H](O)CC(=O)[C@H]1OC(=O)CCCCCCc2ccccc21	-22%	-15%	-2%	-0.4	-1%	-5	5%	-5%	-1%
COc1ccc(C(=O)N2CCCc3ccccc32)cc1OC	7%	-8%	13%	0.4	1%	2	17%	i	-3%
CCOC(=O)c1c(NC(=O)/C=C/c2ccc(OCC)cc2)sc(C)c1C	.	.	-2%	.	.	.	9%	i	2%
O=C(C1CCN(S(=O)(=O)c2cccc3nsnc23)CC1)N1CCCc2ccccc21	1%	-3%	0%	0.2	9%	0	-5%	-17%[57.5 µM]	-6%
CC1(C)Cc2c(sc3ncnc(NNC(=S)NCc4ccccc4)c23)CO1	-12%	-8%	-1%	-2.7	-4%	2	?	i	6%
O=C(Nc1ccncc1)Nc1ccc(Cl)cc1	-27%	2%	-1%	-2.9	-23%	0	?	i	-3%
CC(C)(C)c1ccc(OCc2nc(-c3ccccn3)no2)c(Br)c1	-13%	-5%	1%	-2.0	15%	5	?	-48%	35%
O=C(COc1ccc2ccccc2c1)NC1=NCCS1	-1%	-23%	-5%	1.1	0%	7	7%	-4%[57.5 µM]	14%
Cc1nnc(CN(C)C(=O)c2cc(COc3ccc(C)c(C)c3)on2)o1	19%	0%	-6%	3.7	-1%	3	2%	i	-5%
